Bioassay records (PubChem)
TAAR1 agonist – human TAAR1 agonism; Q96RJ0; CHO RD-HGA16 TAAR1, Fluo-8 calcium fluorescence; vehicle wells 0%, saturating PEA agonist 100%; activation, % at 3 µM; 360,000 tested, 0.99% active; AID 624467;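 active means activation above the mean activation of all test compounds in the run plus 3 SD, cut at about 38% in these data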
Target sequence (Q96RJ0 whole entry, looked up): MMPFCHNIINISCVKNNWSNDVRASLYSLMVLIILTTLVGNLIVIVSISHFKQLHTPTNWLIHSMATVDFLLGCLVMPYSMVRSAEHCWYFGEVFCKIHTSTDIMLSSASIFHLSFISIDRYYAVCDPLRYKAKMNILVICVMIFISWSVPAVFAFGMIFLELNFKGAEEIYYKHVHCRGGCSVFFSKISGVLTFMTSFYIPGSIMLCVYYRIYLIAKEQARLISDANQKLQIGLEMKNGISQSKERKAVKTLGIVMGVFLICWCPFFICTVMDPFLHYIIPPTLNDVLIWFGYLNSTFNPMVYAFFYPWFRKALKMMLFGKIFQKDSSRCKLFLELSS
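System: CHO RD-HGA16 cells carrying human TAAR1 plus Gα16; Incubation: 17-24 h seeding, 75 min 37 °C dye, 30 min RT; Measured by: Fluo-8 fluorescence, 5 s baseline then 140 s kinetic read; Control set: DMSO and PEA EC100; Replication: single well for each compound.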
M4 PAM – positive allosteric modulators of human muscarinic M4 receptor | AID 624126 | 360,000 tested, 0.4% active | CHO-K1 hM4/Gqi5, Fluo-8 calcium fluorescence, ACh EC20; 0% = ACh EC20, 100% = maximal ACh | P08173 | activation, % at 3 µM;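 active means activation above its plate's cutoff, the mean activation of sample wells plus 3 SD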; further: some results filed as inactive read as strong as hits
Target sequence (P08173 whole entry, looked up): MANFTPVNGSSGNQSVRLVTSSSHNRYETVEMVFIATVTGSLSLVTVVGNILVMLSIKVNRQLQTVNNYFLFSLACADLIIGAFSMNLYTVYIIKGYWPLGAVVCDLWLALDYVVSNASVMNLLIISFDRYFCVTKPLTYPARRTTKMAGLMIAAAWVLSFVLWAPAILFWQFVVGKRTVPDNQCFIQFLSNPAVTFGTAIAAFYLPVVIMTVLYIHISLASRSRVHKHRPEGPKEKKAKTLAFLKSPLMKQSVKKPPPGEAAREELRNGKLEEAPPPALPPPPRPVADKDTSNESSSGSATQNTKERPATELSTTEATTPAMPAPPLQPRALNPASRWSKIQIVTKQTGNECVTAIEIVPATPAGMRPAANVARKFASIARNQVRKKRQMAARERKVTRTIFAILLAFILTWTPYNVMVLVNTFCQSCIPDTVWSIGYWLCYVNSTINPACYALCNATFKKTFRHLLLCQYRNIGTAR
CHO-K1 Ca PAM – counter-screen for M1 PAMs: effect in parental CHO-K1 cells; ATP EC20, Fluo-8 calcium fluorescence; 0% at ATP EC20, 100% at ATP max; activation, % at 3 µM; 360,000 tested, 0.02% active; AID 602247;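 active means activation above the run cutoff, the mean activation of all test compounds plus 3 SD, cut at about 40% in these data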;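 further: peak over basal fluorescence ratio in a 140 s read after ATP addition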
CRFR2-BP ag – agonists of human CRF-binding protein/CRF-R2 receptor complex; activation, % at 13.2 µM; 350,000 tested, 0.46% active; HEK293 CRF-R2/CRF-BP, calcium dye fluorescence (FLIPR); percent of saturating CRF peptide response;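 active means activation of at least 50%, plus an integration ratio under a set limit after plate pattern correction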;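 further: plate controls were neutral control wells without compound for no effect and CRF at EC100 for full effect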
TAAR1 antag – antagonists of human TAAR1; AID 624466; inhibition, % at 3 µM; CHO RD-HGA16 TAAR1, Fluo-8 calcium fluorescence, antagonist; 360,000 tested, 1.5% active; Q96RJ0;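 active means inhibition above a per-plate cutoff, the mean inhibition of test compounds on that plate plus 3 SD, cut at about 49% in these data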;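 further: 0% = DMSO plus EC80 beta-PEA response and 100% = DMSO alone without agonist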
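Material: CHO RD-HGA16 cells bearing hTAAR1; compound dosing: one-point dosing, 3 µM nominal final; schedule: dye loading 75 min at 37 °C, then 30 min room temperature; measured by: calcium fluorescence with Fluo-8; control set: vehicle and agonist controls; replication: n of 1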
M5 ag – agonists of human muscarinic M5 receptor (CHRM5). 360,000 tested, 0.19% active. P08912. activation, % at 3 µM. CHO-K1 hM5 cells, Fluo-8 calcium fluorescence; 0% DMSO wells, 100% maximal acetylcholine response. AID 624037;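 active means activation above the run's mean over test compounds plus 3 SD, cut at about 23% in these data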;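 further: signal is peak over basal fluorescence ratio across the kinetic read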
CRFR2-BP antag – antagonists of CRF-binding protein/CRF-R2 receptor complex; HEK293 CRF-R2/CRF-BP, CRF-induced calcium fluorescence; inhibition, % at 11.8 µM; 350,000 tested, 0.59% active;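 active means inhibition of the ligand-induced calcium signal above about 50% at the single tested concentration, limit read from the data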
CHRM5 PAM – CHRM5 positive allosteric modulation; P08912; CHO-K1 hM5, Fluo-8 calcium, ACh EC20 PAM; 0% = ACh EC20, 100% = ACh EC100; activation, % at 3 µM; 360,000 tested, 0.3% active; AID 624038;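 active means activation above the run cutoff, the mean activation of all test compounds plus 3 SD, cut at about 18% in these data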
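system = human M5 receptor in CHO-K1 cells | compound = one concentration, 3 µM final (nominal) | schedule = Post-acetylcholine fluorescence recording 140 s | signal = Fluo-8 calcium dye fluorescence, kinetic read | benchmarks = low control EC20 acetylcholine (0%), high control EC100 acetylcholine (100%) | repeats = singlicate, one well per test compound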
M5 antag – antagonists of human muscarinic M5 receptor (CHRM5); P08912; CHO-hM5 cells, Fluo-8 calcium fluorescence, ACh EC80; inhibition, % at 3 µM; 360,000 tested, 0.59% active; AID 624040;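 active means inhibition above a per-plate cutoff, the mean of that plate's test compounds plus 3 SD, cut at about 27% in these data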;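 further: 0% = acetylcholine EC80 with DMSO and 100% = DMSO without agonist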
Active calls of the source: *.

`CCC1(C)COC(c2ccc3c(c2)OCO3)OC1` (centres undefined) gave TAAR1 agonist 3, M4 PAM 1, CHO-K1 Ca PAM 6, CRFR2-BP ag 0.5, TAAR1 antag 3, M5 ag 2, CRFR2-BP antag 6, CHRM5 PAM 0 and M5 antag 7.
For COc1ccc(CC(=O)NCc2n[nH]c(=S)n2-c2ccc(F)cc2)cc1 the results were TAAR1 agonist 2, M4 PAM 2, CHO-K1 Ca PAM 1, CRFR2-BP ag 2.1, TAAR1 antag 20, M5 ag 2, CRFR2-BP antag -6, CHRM5 PAM 9 and M5 antag 5.
`Cc1nn(-c2ccccc2)c(C)c1C(=O)NCc1ccc(F)cc1` gave TAAR1 agonist 0, M4 PAM 11, CHO-K1 Ca PAM 10, CRFR2-BP ag -1.3, TAAR1 antag 8, M5 ag -3, CRFR2-BP antag 28, CHRM5 PAM 1 and M5 antag 3.
CC(=N\NC(=O)c1cc(Br)ccc1O)/C(=N/O)C(=O)Nc1ccccc1 was read as TAAR1 agonist 2, M4 PAM 1, CHO-K1 Ca PAM -6, CRFR2-BP ag -1.3, TAAR1 antag -8, M5 ag 2, CRFR2-BP antag 3, CHRM5 PAM -12 and M5 antag 10.
For O=C(Cn1c(=S)[nH]c2ccccc2c1=O)NCCc1ccccc1 the results were TAAR1 agonist 38*, M4 PAM 0, CHO-K1 Ca PAM 7, CRFR2-BP ag -0.6, TAAR1 antag -16, M5 ag 2, CRFR2-BP antag 9, CHRM5 PAM 8 and M5 antag 7.
Screening O=C(Nc1nccs1)c1ccc(Br)c(S(=O)(=O)N2CCCC2)c1 returned TAAR1 agonist 13, M4 PAM -4, CHO-K1 Ca PAM -12, CRFR2-BP ag -0.5, TAAR1 antag 17, M5 ag 4, CRFR2-BP antag -16, CHRM5 PAM -15 and M5 antag 9.
For COc1ccc(C(=O)NC2CCN(CC(=O)N3CCCCC3)CC2)cc1 the results were TAAR1 agonist 5, M4 PAM -5, CHO-K1 Ca PAM -4, CRFR2-BP ag 0.4, TAAR1 antag -4, M5 ag -3, CRFR2-BP antag -10, CHRM5 PAM 3 and M5 antag 0.
CCCOc1ccc(Cc2c(O)nc(N)[nH]c2=O)cc1C was read as TAAR1 agonist 6, M4 PAM 9, CHO-K1 Ca PAM -19, CRFR2-BP ag -0.9, TAAR1 antag -10, M5 ag -5, CRFR2-BP antag -1, CHRM5 PAM -1 and M5 antag -6.
`CC(=O)NCCC(=O)N1CCCC(N(C)CCc2ccccc2)C1` (centres undefined) gave TAAR1 agonist 4, M4 PAM -13, CHO-K1 Ca PAM 6, CRFR2-BP ag 0.0, TAAR1 antag -4, M5 ag -17, CRFR2-BP antag 1, CHRM5 PAM 1 and M5 antag 0.
`O=C(/C=C/[C@H]1O[C@@H](n2ccc(=O)[nH]c2=O)[C@H](O)[C@@H]1O)NCC1CCCO1` (some centres undefined) gave TAAR1 agonist 0, M4 PAM -5, CHO-K1 Ca PAM -1, TAAR1 antag -12, M5 ag 0, CHRM5 PAM -1 and M5 antag 3.
Screening COc1ccc(OCC(=O)N2CCN(C(=O)c3ccc([N+](=O)[O-])cc3)CC2)cc1 returned TAAR1 agonist 7, M4 PAM 12, CHO-K1 Ca PAM 25, CRFR2-BP ag 0.6, TAAR1 antag 2, M5 ag -3, CRFR2-BP antag 17, CHRM5 PAM -7 and M5 antag 5.
O=C(Nc1nccs1)c1ccc(-c2cccc([N+](=O)[O-])c2)o1 was read as TAAR1 agonist 2, M4 PAM 2, CHO-K1 Ca PAM 22, CRFR2-BP ag -0.2, TAAR1 antag 1, M5 ag -3, CRFR2-BP antag -8, CHRM5 PAM -5 and M5 antag 6.
Screening Cn1c(SCC(=O)Nc2ccc(C(=O)O)cc2)nc2scc(-c3ccccc3Cl)c2c1=O returned TAAR1 agonist 5, M4 PAM -4, CHO-K1 Ca PAM -19, CRFR2-BP ag 1.1, TAAR1 antag 9, M5 ag 2, CRFR2-BP antag -8, CHRM5 PAM -2 and M5 antag 17.
Screening Cc1ccc(N2CC(C(N)=O)CC2=O)cc1C (centres undefined) returned TAAR1 agonist 2, M4 PAM 7, CHO-K1 Ca PAM 13, CRFR2-BP ag -0.9, TAAR1 antag -28, M5 ag 1, CRFR2-BP antag 6, CHRM5 PAM -2 and M5 antag 0.
CC[C@@]12C(=O)N(c3cccc(F)c3)C(=O)N1[C@H](c1ccc(OC)cc1)[C@@H]1C(=O)N(C(C)(C)C)C(=O)[C@@H]12 was read as TAAR1 agonist 1, M4 PAM 1, CHO-K1 Ca PAM 3, CRFR2-BP ag 0.3, TAAR1 antag 11, M5 ag -5, CRFR2-BP antag -1, CHRM5 PAM 5 and M5 antag 7.

5 neighbouring compounds from above:
`O=C(/C=C/[C@H]1O[C@@H](n2ccc(=O)[nH]c2=O)[C@H](O)[C@@H]1O)NCC1CCCO1` (some centres undefined) gave TAAR1 agonist 0, M4 PAM -5, CHO-K1 Ca PAM -1, TAAR1 antag -12, M5 ag 0, CHRM5 PAM -1 and M5 antag 3.
Screening COc1ccc(OCC(=O)N2CCN(C(=O)c3ccc([N+](=O)[O-])cc3)CC2)cc1 returned TAAR1 agonist 7, M4 PAM 12, CHO-K1 Ca PAM 25, CRFR2-BP ag 0.6, TAAR1 antag 2, M5 ag -3, CRFR2-BP antag 17, CHRM5 PAM -7 and M5 antag 5.
O=C(Nc1nccs1)c1ccc(-c2cccc([N+](=O)[O-])c2)o1 was read as TAAR1 agonist 2, M4 PAM 2, CHO-K1 Ca PAM 22, CRFR2-BP ag -0.2, TAAR1 antag 1, M5 ag -3, CRFR2-BP antag -8, CHRM5 PAM -5 and M5 antag 6.
Screening Cn1c(SCC(=O)Nc2ccc(C(=O)O)cc2)nc2scc(-c3ccccc3Cl)c2c1=O returned TAAR1 agonist 5, M4 PAM -4, CHO-K1 Ca PAM -19, CRFR2-BP ag 1.1, TAAR1 antag 9, M5 ag 2, CRFR2-BP antag -8, CHRM5 PAM -2 and M5 antag 17.
Screening Cc1ccc(N2CC(C(N)=O)CC2=O)cc1C (centres undefined) returned TAAR1 agonist 2, M4 PAM 7, CHO-K1 Ca PAM 13, CRFR2-BP ag -0.9, TAAR1 antag -28, M5 ag 1, CRFR2-BP antag 6, CHRM5 PAM -2 and M5 antag 0.

(continued)
For O=C(Cn1ncc2c([nH]c3ccccc32)c1=O)N1CCN(c2ccccn2)CC1 the results were TAAR1 agonist 1, M4 PAM 6, CHO-K1 Ca PAM -9, CRFR2-BP ag -1.4, TAAR1 antag 1, M5 ag 0, CRFR2-BP antag 12, CHRM5 PAM 1 and M5 antag 7.
Screening CCCCOc1ccc(NC2=NC3(CCCCC3)N=C(N)N2)cc1 returned TAAR1 agonist 5, M4 PAM -10, CHO-K1 Ca PAM 15, CRFR2-BP ag 0.7, TAAR1 antag 6, M5 ag -8, CRFR2-BP antag -2, CHRM5 PAM 6 and M5 antag 0.
N/C(=N\OC(=O)CSc1ccccc1)c1ccccn1 was read as TAAR1 agonist -1, M4 PAM 21*, CHO-K1 Ca PAM 8, CRFR2-BP ag 0.4, TAAR1 antag -2, M5 ag -4, CRFR2-BP antag -9, CHRM5 PAM 9 and M5 antag 0.
CCOC(=O)C1CCN(C(=O)CCc2c(C)nc3cc(-c4ccccc4)nn3c2C)CC1 was read as TAAR1 agonist -2, M4 PAM -4, CHO-K1 Ca PAM 0, CRFR2-BP ag 0.4, TAAR1 antag -9, M5 ag 0, CRFR2-BP antag -7, CHRM5 PAM -7 and M5 antag 1.
Cc1ccc(NC(=O)c2cccc(C(=O)OC(C)C)n2)c(Br)c1 was read as TAAR1 agonist 11, M4 PAM 3, CHO-K1 Ca PAM 20, CRFR2-BP ag 1.6, TAAR1 antag -8, M5 ag -2, CRFR2-BP antag -10, CHRM5 PAM 4 and M5 antag -4.
Screening C[C@@H]1CN([C@H](C)CO)C(=O)CCCn2cc(nn2)CO[C@H]1CN(C)S(=O)(=O)c1cccc(F)c1 returned TAAR1 agonist 0, M4 PAM 3, CHO-K1 Ca PAM 10, CRFR2-BP ag 2.2, TAAR1 antag 4, M5 ag 0, CRFR2-BP antag -1, CHRM5 PAM 1 and M5 antag -11.
For CCOC(=O)c1c(C)[nH]c(C)c1C(=O)COC(=O)c1ccc(Cl)nc1 the results were TAAR1 agonist 1, M4 PAM 5, CHO-K1 Ca PAM 19, CRFR2-BP ag -0.9, TAAR1 antag -4, M5 ag -1, CRFR2-BP antag -11, CHRM5 PAM -2 and M5 antag 15.
Screening COc1ccccc1CNC(=O)COC(=O)C1CCN(S(=O)(=O)c2c(Cl)cccc2Cl)CC1 returned TAAR1 agonist -1, M4 PAM -6, CHO-K1 Ca PAM -3, CRFR2-BP ag -1.1, TAAR1 antag 22, M5 ag -1, CRFR2-BP antag 8, CHRM5 PAM -18 and M5 antag 14.
C=C1C(=O)OC2CC1C(OC(C)=O)CC(C)=CCCC(C)=CCCC2(C)O (centres undefined) was read as TAAR1 agonist 0, M4 PAM -3, CHO-K1 Ca PAM 6, TAAR1 antag 7, M5 ag 2, CHRM5 PAM -1 and M5 antag 13.
`COc1ccc(C(=O)Nc2nc3nc(-c4ccccc4)cc(=O)n3[nH]2)cc1` gave TAAR1 agonist 5, M4 PAM 5, CHO-K1 Ca PAM 16, CRFR2-BP ag -0.2, TAAR1 antag -1, M5 ag -6, CRFR2-BP antag 18, CHRM5 PAM -8 and M5 antag -6.
For CCn1c(=O)c(=O)n(CC)c2cc(S(=O)(=O)Nc3cc(C)ccc3C)ccc21 the results were TAAR1 agonist 0, M4 PAM 4, CHO-K1 Ca PAM -24, CRFR2-BP ag -0.3, TAAR1 antag -34, M5 ag -2, CRFR2-BP antag 18, CHRM5 PAM 2 and M5 antag 2.
`CC(NC(=O)COC(=O)C1(C)CC1(Cl)Cl)c1ccccc1` (centres undefined) gave TAAR1 agonist 1, M4 PAM 4, CHO-K1 Ca PAM 19, CRFR2-BP ag 0.4, TAAR1 antag -13, M5 ag 1, CRFR2-BP antag 54*, CHRM5 PAM 1 and M5 antag -9.
COC(=O)c1cc(Br)c(=O)n(CCN(C(C)C)C(C)C)c1 was read as TAAR1 agonist 4, M4 PAM -2, CHO-K1 Ca PAM 22, CRFR2-BP ag 4.7, TAAR1 antag 5, M5 ag -5, CRFR2-BP antag 10, CHRM5 PAM 0 and M5 antag -2.
`Cn1cc(-c2coc3c(C(=O)NCc4ccco4)cccc23)cn1` gave M4 PAM 13, CHO-K1 Ca PAM 14, M5 ag 1, CHRM5 PAM -4 and M5 antag 1.
For O=C(Nc1cccc(O)c1)c1noc2c1CCCCC2 the results were TAAR1 agonist 17, M4 PAM -6, CHO-K1 Ca PAM -10, CRFR2-BP ag -2.5, TAAR1 antag -12, M5 ag -3, CRFR2-BP antag -9, CHRM5 PAM 3 and M5 antag 1.
